West Nile antiviral: West Nile virus antiviral activity, cell-based, CPE readout (AID 1621); West Nile virus-infected cells, CPE inhibition; higher % means a stronger effect; CPE inhibition, % at 10 µM; hits with a dose series show IC50 in µM; 0.02% of 290,000 active; in the data active = a potency from the dose series; inconclusive = CPE inhibition mostly from about 3.7% at the one dose, without a potency; inactive = the rest, 99 in 100 with CPE inhibition below about 2.2%; also: strong numbers were not always called active
NTR1 agonist: NTR1-driven beta-arrestin-GFP spot formation – imaging, U2OS cells, high content, primary screen (AID 493036); 0.17% of 330,000 active; agonist mode; activation, % at 20 µM; P30989;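 active = activation at or above 40% of the spot to cytoplasm intensity ratio, with at least 20 cells analyzed; inconclusive = wells under 20 cells, flagged as cytotoxic or low count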;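 also: 0% = DMSO without peptide and 100% = 100 nM NTR1 peptide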
Target sequence (P30989 whole entry, looked up): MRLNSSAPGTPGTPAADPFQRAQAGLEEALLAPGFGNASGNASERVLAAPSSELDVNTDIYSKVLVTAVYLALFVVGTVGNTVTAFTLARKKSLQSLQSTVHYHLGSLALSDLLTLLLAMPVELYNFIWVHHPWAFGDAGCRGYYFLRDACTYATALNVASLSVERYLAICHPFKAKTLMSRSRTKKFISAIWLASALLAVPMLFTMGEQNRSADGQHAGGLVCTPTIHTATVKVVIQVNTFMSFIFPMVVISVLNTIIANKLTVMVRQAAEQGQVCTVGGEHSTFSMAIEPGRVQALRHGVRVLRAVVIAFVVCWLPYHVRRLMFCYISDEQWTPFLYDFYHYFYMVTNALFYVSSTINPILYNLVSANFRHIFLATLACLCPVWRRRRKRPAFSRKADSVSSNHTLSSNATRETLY
KOR beta-arrestin-1: KOR antagonists, beta-arrestin recruitment, cell-based, luminescence, uHTS (AID 1778) | 0.091% of 290,000 active | KOR beta-arrestin recruitment, luminescence, antagonist mode; higher % means a stronger effect | inhibition, % at 10 µM, or IC50 in µM where a hit was titrated; in the data active = inhibition above about 50%; also: strong numbers were not always called active
GPR35 antagonists: GPR35 antagonists blocking zaprinast-driven arrestin recruitment, primary screen, imaging, U2OS, beta-arrestin-GFP, zaprinast agonist (AID 2058). U2OS GPR35 beta-arrestin-GFP translocation imaging, zaprinast antagonism; higher % means a stronger effect. one-dose inhibition, % at 10 µM; IC50 in µM for titrated hits. 0.052% of 290,000 active;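 active = inhibition of at least 50% with at least 30 cells and total cytoplasm GFP at most 10,000,000; inconclusive = under 30 cells or total GFP of 10,000,000 plus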
KOR beta-arrestin-2: kappa opioid receptor activators – cell-based, luminescence, uHTS, primary screen (AID 1777); KOR beta-arrestin recruitment, luminescence; higher % means a stronger effect; activation, % at 10 µM, or EC50 in µM where a hit was titrated; 0.02% of 280,000 active; in the data active = activation above about 50%, passing the limit was not always enough; also: a part of the inactive calls stands beside numbers as strong as those of hits
GPR55 LPI antagonism: GPR55 antagonists blocking LPI-driven arrestin recruitment, primary screen, imaging, U2OS, beta-arrestin-GFP, LPI agonist (AID 2013); inhibition, % at 10 µM, or IC50 in µM where a hit was titrated; 0.13% of 290,000 active; U2OS GPR55 beta-arrestin-GFP translocation imaging, LPI antagonism; higher % means a stronger effect;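 active = spots per cell inhibited over 60%, with over 100 cells counted and total cytoplasm intensity under 500,000; inconclusive = wells with under 100 cells, flagged as likely toxic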;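 also: U2OS cells stably carrying GPR55 and arrestin-GFP stimulated by 5 µM LPI near EC80; imaged beta-arrestin-GFP aggregate spots per cell after agonist stimulation; plate controls were LPI-stimulated DMSO wells for no effect and DMSO wells without LPI for full effect; some results filed as inactive read as strong as hits; confirmed hits need IC50 under 10 µM and bright autofluorescent wells are also inconclusive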
Salmonella PhoP GFP: PhoP-dependent GFP reporter repression – Salmonella Typhimurium, primary screen (AID 1863); S. Typhimurium PhoP-regulated promoter GFP reporter, 4 h; higher % means a stronger effect; inhibition, % at 50 µM, or IC50 in µM where a hit was titrated; 0.16% of 300,000 active;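 active = inhibition over 29.93%, a cutoff 3 SD above the screen mean, later confirmed by dose response; inconclusive = inhibition over 29.93% but no dose response follow-up; inactive = inhibition at most 29.93% or unconfirmed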;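 also: 0% = low Mg2+ inducing control and 100% = high Mg2+ repressing control; strong numbers were not always called active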
GPR55 activation: selective activators of receptor GPR55 – imaging, U2OS cells, beta-arrestin-GFP redistribution, primary screen (AID 1961). U2OS GPR55 beta-arrestin-GFP redistribution imaging; higher % means a stronger effect. one-dose activation, % at 10 µM; EC50 in µM for titrated hits. 0.048% of 290,000 active;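 active = activation above 40% with more than 50 cells counted in the well; inconclusive = wells holding fewer than 50 cells, flagged as toxic or sparse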;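 also: U2OS osteosarcoma cells stably expressing GPR55 and beta-arrestin-GFP; plate controls were DMSO negative control for no effect and LPI positive control for full effect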
T cell HTS: T cell immune modulation candidate; 2C CD8+ T cell-vesicle binding, flow cytometry; stronger effect = lower value; calls only at 7 µM; 0.068% of 330,000 active; AID 2052;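 active = response, share of CD8 T cells binding vesicles, and their 90th percentile fluorescence all below set limits, cut at about 80% in these data, passing the limit was not always enough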
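Benchmarks: naked versus QL9-loaded vesicles / Assay system: purified 2C TCR transgenic mouse naive CD8+ T cells / Technique: high-throughput flow cytometry with anti-B7-1 and anti-CD8 staining / Timing: Cell–vesicle co-incubation 1.5 h at 37 °C, staining 20 min on ice / Read-out: percent CD8+ FL2 mean versus row control / Probe or stimulus: QL9-loaded Drosophila micro-vesicles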
T cell HTS vesicle-bound %: further read-out of T cell HTS, marked with its call; double positive events, %; measured here: CD8+ vesicle-bound cell fraction;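 binding gate set so that unloaded-vesicle control wells show 10% double positive cells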
NTR1 agonist cell count 20 µM: recorded beside NTR1 agonist, whose call it bears; cell count; measured here: cell count, cytotoxicity flag
Starred values were filed as active, the others as inactive; i = inactive; ? = inconclusive; nt = not tested or not shown; [ ] = remark or other dose.

SMILES	West Nile antiviral	NTR1 agonist	NTR1 agonist cell count 20 µM	KOR beta-arrestin-1	GPR35 antagonists	KOR beta-arrestin-2	GPR55 LPI antagonism	Salmonella PhoP GFP	GPR55 activation	T cell HTS	T cell HTS vesicle-bound %
CCOC(=O)C1=C(COC(=O)Cc2ccccc2)NC(=O)NC1C (centres undefined)	-0.1%	-1.0	50	13%	-8%	2.4%	12%	-1%	0.3%	i	12
O=C(OCc1ccc2c(c1)OCO2)c1ccc(S(=O)(=O)N2CCCC2)cc1	0.3%	0.7	48	15%	-10%	-1.2%	18%	2%	-0.1%	i	15
CC1CSc2ccccc2NC1=S (centres undefined)	-0.1%	1.4	57	9%	-6%	2.7%	7%	2%	0.5%	i	33
COCC(=O)NCCSc1c(C)[nH]c2ccccc12	0.5%	0.4	85	-23%	-16%	0.9%	-2%	-5%	-0.3%	i	23
COc1cccc(/C=C2\C(=O)C(=O)c3ccccc32)c1	-0.4%	-0.5	60	-42%	-5%	0.1%	-5%	17%	-0.1%	i	10
CCCn1nc(NC(=O)c2ccco2)c2cc3ccccc3nc21	0.4%	-1.6	64	-27%	-14%	-1.9%	7%	10%	-0.2%	i	58
CC(C)c1ccc(NC(=O)C(c2ccccc2)N(C)C(=O)c2cnccn2)cc1 (centres undefined)	-1.1%	0.6	70	-4%	-2%	-4.1%	-3%	1%	0.1%	i	50
COC(=O)[C@@H](NCc1cccc(CN[C@H](C(=O)OC)c2ccccc2)c1)c1ccccc1	-0.6%	-0.8	87	-22%[20 µM]	9%	1.6%	4%	10%	-0.1%	i	24
O=C(Nc1ccccc1)N(Cc1ccccc1)C1=NCCS1	-0.2%	1.3	61	2%	16%	-1.2%	21%	-23%	-0.1%	i	57
Cc1ccc(S(=O)(=O)c2cc3c(=O)n4cccc(C)c4nc3n(CC3CCCO3)c2=N)cc1 (centres undefined)	nt	nt	nt	-34%	-7%	-13%	2%	nt	-0.2%	nt	nt
CC(C)CN1CCN(CC#Cc2ccccc2)CC1CCO (centres undefined)	-1.3%	0.5	49	-20%[20 µM]	3%	nt	3%	nt	0.3%	i	24
COc1cc(OC)cc(C(=O)Nc2ccc(S(=O)(=O)N(C)C)cc2)c1	0.1%	-0.3	61	-1%	6%	-1.8%	6%	7%	0.0%	i	10
CS(=O)(=O)N1CCN(c2ccc(NC(=S)NC(=O)c3ccc4c(c3)OCO4)cc2)CC1	-1.1%	0.9	82	-5%	-9%	-4.2%	21%	-12%	-0.2%	i	27
COCCNc1oc(/C=C/c2ccccc2OC)nc1S(=O)(=O)c1ccccc1	1.2%	1.4	62	-6%	-7%	8.3%	13%	-3%	-0.1%	i	46
Cc1cc(C)c2c(CC(=O)Nc3nccs3)coc2c1	0.0%	-0.3	55	0%	5%	-1.0%	7%	-3%	-0.1%	i	36
COc1cccc(N2CCN(Cc3cccnc3)CC2)c1	0.2%	-1.2	57	25%	10%	0.8%	5%	-5%	0.1%	i	34
COc1ccc(S(=O)(=O)N2CCN(c3nc(C)cc(C)n3)CC2)cc1	-0.3%	0.3	65	-35%	0%	-0.1%	0%	-6%	0.3%	i	20
N/N=C/C(=N\Nc1ccc(Cl)cc1)C(=O)c1ccncc1	-0.1%	17	48	44%	-9%	0.1%	6%	-9%	-1.9%	i	50
CC(Sc1nnc(C(F)(F)F)n1C)C(=O)NC(N)=O (centres undefined)	0.3%	-0.6	66	17%	11%	-1.5%	13%	-5%	-0.1%	i	46
COc1cc(OC)c(OC)cc1CN(C)CCc1ccccn1	0.6%	0.8	53	18%	-7%	-2.9%	0%	-15%	-0.1%	i	3
N=C(N=C(N)N)N1CCc2ccccc21	-0.5%	3.0	62	-2%	-4%	1.1%	7%	-2%	-0.1%	i	28
Oc1ccc(/C=N/Nc2ncc(Br)cn2)c(O)c1	?	0.0	62	-2%	-5%	-0.2%	2%	111µM*	0.5%	i	42
CCOC(=O)CC(=O)CSc1nc(C)cc(C)c1C#N	0.5%	0.4	78	-22%	-7%	0.2%	-8%	0%	-0.2%	i	20
NNC(=O)c1nn(-c2ccc(Cl)cc2)ccc1=O	0.5%	3.3	94	8%	9%	2.2%	17%	-9%	0.3%	i	45
CC(C)C/C=C1\CCc2c([nH]c3ccccc23)C1=O	-0.3%	1.5	66	0%	-2%	-3.9%	-7%	2%	0.2%	i	49
CCOC(=O)CNc1c(-c2ccc(O)cc2)nc2ccccn12	0.2%	0.7	67	9%	3%	2.2%	12%	13%	-0.2%	i	22
CN1C(=O)/C(=C\C(=O)c2cccs2)c2ccccc21	15%	17	25	-51%	-14%	-0.8%	20%	4%	-0.1%	nt	nt
Cc1cccc(N2C(=O)CC(Sc3nc(C)c4c(n3)CCCC4)C2=O)c1 (centres undefined)	0.6%	0.9	81	0%	-3%	-1.8%	-2%	3%	0.1%	i	10
Cc1[nH]c(=O)[nH]c(=O)c1S(=O)(=O)N(CC(C)C)CC(C)C	-0.1%	-1.1	38	9%	-12%	-5.6%	10%	7%	0.5%	i	56
O=C(c1ccc2ccccc2c1)C1CCCN(C(=O)c2cccnc2)C1 (centres undefined)	-0.8%	1.2	73	-10%	8%	5.9%	-6%	5%	-0.1%	i	60
COc1ccc(C(=O)CSc2nnc(NC(=O)C3CC(=O)N(c4cccc(OC)c4)C3)s2)cc1 (centres undefined)	0.5%	-0.1	40	-13%	2%	5.5%	1%	-13%	-0.3%	i	45
Cc1c(Cl)cccc1NC(=S)N1CCOCC1	-0.5%	-0.1	91	-62%	-14%	0.5%	10%	-2%	0.9%	i	61
COc1cccc(C=O)c1OC(=O)N1CCOCC1	0.5%	2.9	89	15%	14%	-3.0%	-4%	21%	0.0%	i	25
O=C(OCC(=O)c1ccc(Cl)cc1Cl)c1cnccn1	0.4%	1.4	56	-27%	-8%	1.5%	-8%	1%	0.2%	i	23
COc1ccccc1OCC(=O)NNC(=O)CCCC(=O)NNC(=O)COc1ccccc1OC	1.2%	-1.2	53	-9%[20 µM]	12%	nt	10%	-1%	0.3%	i	58
Cc1cc(F)ccc1NC(=O)c1cnccn1	1.2%	-1.4	61	-32%	-9%	0.7%	2%	3%	0.9%	i	40
COC(=O)c1cc(=O)n(CCc2ccccc2)c(=Nc2ccc(F)cc2)s1	3.1%	5.8	45	-12%	8%	-2.8%	18%	9%	3.6%	i	26
O=C(CSc1nnc(-c2ccco2)o1)Nc1cccc([N+](=O)[O-])c1	0.1%	1.5	71	-3%	-9%	7.7%	16%	4%	-0.1%	i	6
O=c1[nH]c2ccccc2n2c(C(F)(F)F)nnc12	0.1%	-1.0	54	-35%	4%	4.3%	2%	8%	0.0%	i	51
Cc1cccc(-n2nc3c(c2NC(=O)C2CC2)CS(=O)(=O)C3)c1C	0.5%	-0.4	49	-41%	11%	3.9%	-7%	-1%	-0.2%	i	11
O=C(NC1CCSc2ccccc21)c1ccccc1Cl (centres undefined)	0.1%	-1.1	58	5%	-4%	4.7%	-6%	11%	-0.1%	i	7
COc1cccc(/C=N/NC(=O)CNC(=O)c2ccc(S(=O)(=O)N3CCOCC3)cc2)c1OC	-0.6%	-0.9	65	-32%	-5%	6.9%	4%	0%	0.2%	i	32
Fc1ccc(CSc2nsc(SCc3ccc(F)cc3)n2)cc1	-0.2%	3.6	32	26%	5%	5.0%	6%	-3%	-0.2%	i	50
Cc1c(NC(=O)c2ccc3c(c2)OCO3)cccc1-c1nc2ccccc2s1	-0.6%	1.8	41	-33%	13%	1.5%	14%	-12%	0.3%	i	33
CCOC(=O)Cn1cc([N+](=O)[O-])c(OC)n1	-0.2%	0.6	53	-14%	-16%	1.1%	7%	8%	-0.1%	i	30
O=C(N/N=C\c1cc2c(cc1[N+](=O)[O-])OCO2)c1cccs1	-0.9%	0.0	73	20%	-7%	-0.4%	0%	-5%	0.9%	i	25
Cc1nn(Cc2ccccc2Cl)c(Cl)c1/C=C/C(=O)OCC(=O)NC1CCS(=O)(=O)C1 (centres undefined)	0.8%	0.0	76	1%	0%	-1.8%	-6%	-2%	-0.1%	i	36
CCOc1cc(/C=N/N2CCN(Cc3ccccc3)CC2)ccc1O	-0.7%	1.2	54	9%	6%	0.8%	9%	5%	0.2%	i	45
Cc1ccc(Oc2nc(-c3cccnc3)nc3ccccc23)c([N+](=O)[O-])n1	-1.2%	2.0	62	15%	-4%	-4.6%	5%	-7%	-0.1%	i	30
O=C(N/N=C/c1ccc([N+](=O)[O-])cc1)c1cccs1	-0.3%	0.9	46	15%	-1%	-1.5%	8%	-7%	0.3%	i	50
Cc1cc(Oc2ccc(-c3nnc(-c4ccccc4)o3)cc2[N+](=O)[O-])ccc1Cl	0.0%	7.8	62	-4%	0%	31%	15%	37%	-0.3%	i	35
Cc1ccc(NC(=O)CSc2nnc(-c3ccc(S(=O)(=O)N4CCOCC4)cc3)n2C)cc1	-0.2%	0.3	61	-40%	9%	-0.7%	5%	-2%	0.3%	i	46
CC(=O)Nc1cc(C(=O)N(C)Cc2ccco2)ccc1Sc1ccc(C)cc1	-1.3%	-0.1	52	-33%	15%	-2.4%	0%	-4%	0.2%	i	33
C(=N/N1CCN(c2ccccc2)CC1)/c1ccncc1	-1.2%	0.6	70	-11%	-11%	2.9%	-3%	-3%	-0.2%	i	44
CC1CCCC(NC(=O)c2cccc(N3CCCC3=O)c2)C1C (centres undefined)	-0.9%	0.8	60	12%	-2%	-2.0%	0%	3%	-0.5%	i	59
O=C(O)CCNS(=O)(=O)c1ccccc1	0.2%	-0.7	47	16%	8%	-3.7%	-5%	5%	-0.2%	i	50
OC(CNCc1ccc2c(c1)OCO2)COc1ccc(F)cc1 (centres undefined)	-0.1%	0.1	51	-17%	3%	3.1%	-5%	4%	-0.2%	i	27

Screening data deposited in PubChem by several laboratories.
